Assay outcomes as filed in PubChem BioAssay.
M18AAP inhibitor – PfM18AAP enzyme inhibition; 290,000 tested, 1.2% active; inhibition, % at 7.35 µM; recombinant PfM18AAP, H-Glu-NHMec fluorogenic cleavage;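 active means inhibition above the campaign mean inhibition over all tested compounds plus 3 SD, cut at about 28% in these data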;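 further: 0% = plate median of test compound wells and 100% = 2 mM ZnCl2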
IDE cell activ – activators of human insulin-degrading enzyme in cells; activation, % at 5.96 µM; 340,000 tested, 0.073% active; HEK cells, FAbeta-B cleavage, fluorescence polarization; 0% vehicle, 100% cell-free pure enzyme wells; AID 493087; P14735;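 active means activation above the mean of all tested compounds plus 3 SD, set per screening campaign, cut at about 17% in these data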
SUMO HTRF inh – blocks human SUMOylation mediated by UBC9; P63279; 290,000 tested, 0.36% active; inhibition, % at 35 µM; HTRF SUMOylation assay, SAE1/SAE2 + UBC9, in vitro; in the data active means inhibition above about 50%, passing the limit was not always enough; further: strong numbers were not always called active
Target sequence (P63279 whole entry, looked up): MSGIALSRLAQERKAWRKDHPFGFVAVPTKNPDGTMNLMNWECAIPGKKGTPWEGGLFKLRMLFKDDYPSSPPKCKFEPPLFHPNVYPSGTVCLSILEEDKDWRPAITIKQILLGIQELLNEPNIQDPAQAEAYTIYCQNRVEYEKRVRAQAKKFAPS
NALP1 inh – inhibitors of NALP1 inflammasome in yeast; S. cerevisiae NALP1/ASC/caspase-1 growth, X-gal OD620, 72 h; inhibition, % at 10 µM; 280,000 tested, 0.61% active; AID 2071; in the data active means inhibition mostly above about 24%, no sharp cut-off; inactive means mostly below about 32%; further: some compounds called inactive have numbers as strong as hits
pCIP destab – compounds decreasing mouse p/CIP protein stability | AID 1984 | 290,000 tested, 0.01% active | decrease of EGFP signal, % at 10 µM | Q05BA5 | F442A p/CIP-EGFP cells, EGFP fluorescence, 16 h;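 active means EGFP signal decrease of at least 30% at 10 µM or well 3 SD below plate mean, unless failing retest; inactive means the rest, including hits failing retest or dose response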; further: some compounds called inactive have numbers as strong as hits; many of its hits are not listed in these tables
IDE cell inh – cellular human IDE inhibition | P14735 | HEK cells, FAbetaB cleavage, fluorescence polarization | inhibition, % at 5.59 µM | 320,000 tested, 0.41% active;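 active means percent inhibition above the average of all tested compounds plus 3 SD, set per screening campaign, cut at about 16% in these data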;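 further: IDE supplied by intact live HEK cells; FP after avidin binding of uncleaved biotin substrate so inhibition keeps polarization high; 0% = DMSO wells and 100% = 60 µM reference IDE inhibitor Ii1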
MEKK3 PB1 HTS – raises or lowers MEK5 binding to the human MEKK3 PB1 domain. bead-based flow cytometry, Alexa488-MEK5 binding to MEKK3; actives lie on both sides; 0 = blocked by unlabeled MEK5, 100 = vehicle. 290,000 tested, 1.4% active. binding response (% of control), % at 10 µM. Q99759. AID 1529;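 active means binding response more than 3 SD above or below the average of its plate-row segment, actives on both sides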;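 further: Alexa488 bead fluorescence after subtracting the streptavidin-only scavenger bead signal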
Target sequence (Q99759 whole entry, looked up, the tested form may be a part): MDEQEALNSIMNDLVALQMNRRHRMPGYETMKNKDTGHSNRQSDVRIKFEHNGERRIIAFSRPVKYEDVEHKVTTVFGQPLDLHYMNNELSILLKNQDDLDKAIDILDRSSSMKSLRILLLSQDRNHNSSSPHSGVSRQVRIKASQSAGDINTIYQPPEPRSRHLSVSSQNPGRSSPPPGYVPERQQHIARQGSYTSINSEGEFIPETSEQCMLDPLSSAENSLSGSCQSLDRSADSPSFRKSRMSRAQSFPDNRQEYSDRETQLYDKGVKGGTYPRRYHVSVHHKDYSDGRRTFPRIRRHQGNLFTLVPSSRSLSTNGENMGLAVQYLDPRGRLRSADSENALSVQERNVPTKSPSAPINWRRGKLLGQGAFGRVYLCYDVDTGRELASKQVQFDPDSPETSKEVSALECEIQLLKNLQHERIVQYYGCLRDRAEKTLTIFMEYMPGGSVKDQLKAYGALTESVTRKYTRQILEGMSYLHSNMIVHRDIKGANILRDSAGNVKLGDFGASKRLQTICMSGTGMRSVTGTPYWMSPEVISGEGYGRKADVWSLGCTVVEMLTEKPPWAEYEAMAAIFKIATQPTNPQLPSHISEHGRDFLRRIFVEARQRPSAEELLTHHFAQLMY
MEKK2mut PB1 HTS – signal of MEK5 binding to mutant human MEKK2 PB1 domain; bead flow cytometry, Alexa488-MEK5 binding to MEKK2 mutant; percent response, % at 10 µM; 290,000 tested, 0.35% active; in the data active means percent response above about 24%, passing the limit was not always enough; further: inactives centre near 1; some results filed as inactive read as strong as hits; reference of the scale not given here
MEKK2 WT-MEK5 – raises or lowers MEK5 binding to wildtype human MEKK2 PB1 domain; Q9Y2U5; bead flow cytometry, Alexa488-MEK5 binding to MEKK2 WT; actives lie on both sides; binding response (% of control), % at 10 µM; 290,000 tested, 1.1% active; AID 1531; in the data active means binding response below about 67% or above about 130%
* hit, by the source's call. Some of the compounds tested; count on the stated rates, not on these rows.

How did CC1(C)Cc2c(c(-c3ccco3)[nH]c(=O)c2C#N)CS1 do in these assays?
M18AAP inhibitor: -6; IDE cell activ: 0; SUMO HTRF inh: 33; NALP1 inh: 10; pCIP destab: -16; IDE cell inh: 4; MEKK3 PB1 HTS: 107; MEKK2mut PB1 HTS: 6; MEKK2 WT-MEK5: 110

What do the screens show for `CN(C(=O)COc1ccccc1C(=O)NCCc1ccccc1)c1ccccc1`?
M18AAP inhibitor: -1; IDE cell activ: 0; SUMO HTRF inh: -2; NALP1 inh: 28; pCIP destab: -7; IDE cell inh: 1; MEKK3 PB1 HTS: 84; MEKK2mut PB1 HTS: -4; MEKK2 WT-MEK5: 88

What do the screens show for `CCCc1nc2ccccc2n1CCOc1ccccc1`?
M18AAP inhibitor: -12; IDE cell activ: 4; SUMO HTRF inh: -4; NALP1 inh: 16; pCIP destab: -7; IDE cell inh: -2; MEKK3 PB1 HTS: 111; MEKK2mut PB1 HTS: 0; MEKK2 WT-MEK5: 105

What do the screens show for `Cc1ccc(NC(=O)CCCN2C(=O)/C(=C/C=C/c3ccccc3)SC2=S)cc1`?
M18AAP inhibitor: 15; IDE cell activ: 1; SUMO HTRF inh: 21; NALP1 inh: 18; pCIP destab: -4; IDE cell inh: -4; MEKK3 PB1 HTS: 85; MEKK2mut PB1 HTS: -3; MEKK2 WT-MEK5: 57

Results for O=C(c1ccc(CS(=O)(=O)c2ccccc2)o1)N1CCOCC1 ?
M18AAP inhibitor: -3; IDE cell activ: 3; SUMO HTRF inh: 18; NALP1 inh: -1; pCIP destab: -15; IDE cell inh: 7; MEKK3 PB1 HTS: 96; MEKK2mut PB1 HTS: 2; MEKK2 WT-MEK5: 99

What do the screens show for `CC(=O)c1sc(NC(=O)COc2ccc(Cl)cc2Cl)nc1C`?
M18AAP inhibitor: 0; IDE cell activ: 4; SUMO HTRF inh: 17; NALP1 inh: 13; pCIP destab: -11; IDE cell inh: 0; MEKK3 PB1 HTS: 100; MEKK2mut PB1 HTS: -3; MEKK2 WT-MEK5: 97

Results for CCOc1cc(C(=S)N2CCOCC2)ccc1OS(=O)(=O)c1ccc(NC(C)=O)cc1 ?
M18AAP inhibitor: -3; IDE cell activ: 2; SUMO HTRF inh: -4; NALP1 inh: 6; pCIP destab: -8; IDE cell inh: -3; MEKK3 PB1 HTS: 105; MEKK2mut PB1 HTS: 8; MEKK2 WT-MEK5: 105

How did O=C(NNC(=O)c1ccncc1)Nc1ccccc1 do in these assays?
M18AAP inhibitor: -1; IDE cell activ: 0; SUMO HTRF inh: 1; NALP1 inh: 16; pCIP destab: -2; IDE cell inh: 5; MEKK3 PB1 HTS: 102; MEKK2mut PB1 HTS: 2; MEKK2 WT-MEK5: 102

How did Cc1ccc(NC(=O)CCC(=O)N/N=C/c2cccs2)cc1 do in these assays?
M18AAP inhibitor: 2; IDE cell activ: -3; SUMO HTRF inh: 19; NALP1 inh: 12; pCIP destab: 4; IDE cell inh: 0; MEKK3 PB1 HTS: 102; MEKK2mut PB1 HTS: 5; MEKK2 WT-MEK5: 96

What do the screens show for `COc1ccc(CN2CCSCC2)cc1C`?
M18AAP inhibitor: 15; IDE cell activ: 3; SUMO HTRF inh: 14; NALP1 inh: 8; pCIP destab: -10; IDE cell inh: 1; MEKK3 PB1 HTS: 96; MEKK2mut PB1 HTS: -3; MEKK2 WT-MEK5: 95

Results for CCn1c(=O)n(CC)c2cc(N3CCCC3)c(NC(=O)c3ccc(F)cc3)cc21 ?
M18AAP inhibitor: 35*; IDE cell activ: 0; SUMO HTRF inh: 2; NALP1 inh: 24; pCIP destab: -3; IDE cell inh: 4; MEKK3 PB1 HTS: 99; MEKK2mut PB1 HTS: -5; MEKK2 WT-MEK5: 102

What do the screens show for `COc1ccc(N2C(=O)C3CCCN3C2c2ccccc2)cc1Cl` (stereo not drawn)?
M18AAP inhibitor: -16; IDE cell activ: 2; SUMO HTRF inh: 13; NALP1 inh: 27; pCIP destab: -10; IDE cell inh: 0; MEKK3 PB1 HTS: 94; MEKK2mut PB1 HTS: -5; MEKK2 WT-MEK5: 98

How did CCCCOC(=O)n1c(=O)oc2ccccc21 do in these assays?
M18AAP inhibitor: 1; IDE cell activ: 6; SUMO HTRF inh: 19; NALP1 inh: 24; pCIP destab: -15; IDE cell inh: -2; MEKK3 PB1 HTS: 102; MEKK2mut PB1 HTS: 13; MEKK2 WT-MEK5: 102

Results for O=C1CCCC(O)=C1N=Nc1ccc(Cl)c(Cl)c1 ?
M18AAP inhibitor: 1; IDE cell activ: 0; SUMO HTRF inh: 16; NALP1 inh: -14; pCIP destab: 6; IDE cell inh: -2; MEKK3 PB1 HTS: 96; MEKK2mut PB1 HTS: -8; MEKK2 WT-MEK5: 89

What do the screens show for `CC(=O)/C(C=Nc1noc(C)c1Br)=C(\C)O`?
M18AAP inhibitor: -3; IDE cell activ: 4; SUMO HTRF inh: 8; NALP1 inh: 14; pCIP destab: 17; IDE cell inh: -3; MEKK3 PB1 HTS: 64; MEKK2mut PB1 HTS: -35; MEKK2 WT-MEK5: 72

How did CCCCCCNC(=O)CCc1nc2cccnc2n1Cc1ccc(OC)cc1 do in these assays?
M18AAP inhibitor: -12; IDE cell activ: -2; SUMO HTRF inh: 11; NALP1 inh: 12; pCIP destab: -4; MEKK3 PB1 HTS: 107; MEKK2mut PB1 HTS: 4; MEKK2 WT-MEK5: 104

Results for Cc1ccc(/C=N/NC(=O)C(=O)N/N=C/c2ccc(C)o2)o1 ?
M18AAP inhibitor: 4; IDE cell activ: 4; SUMO HTRF inh: 27; NALP1 inh: 4; pCIP destab: 0; IDE cell inh: 2; MEKK3 PB1 HTS: 91; MEKK2mut PB1 HTS: -2; MEKK2 WT-MEK5: 89

What do the screens show for `O=C(Cc1ccccc1)Nc1ccc(F)cc1`?
M18AAP inhibitor: -4; SUMO HTRF inh: -3; NALP1 inh: -1; pCIP destab: -1; IDE cell inh: 6; MEKK3 PB1 HTS: 95; MEKK2mut PB1 HTS: -3; MEKK2 WT-MEK5: 92

How did Cc1cccn2c(CNC3CCCc4ccccc43)c(C(=O)N3CCOCC3)nc12 (stereo not drawn) do in these assays?
M18AAP inhibitor: -3; IDE cell activ: 0; SUMO HTRF inh: 12; NALP1 inh: -45; pCIP destab: -4; IDE cell inh: 3; MEKK3 PB1 HTS: 93; MEKK2mut PB1 HTS: -8; MEKK2 WT-MEK5: 93

What do the screens show for `CC(=O)N/C(=C\c1cccs1)C(=O)O`?
M18AAP inhibitor: 1; IDE cell activ: 1; SUMO HTRF inh: -3; NALP1 inh: 10; pCIP destab: 7; IDE cell inh: 1; MEKK3 PB1 HTS: 97; MEKK2mut PB1 HTS: -2; MEKK2 WT-MEK5: 104

Among those listed so far, these have a thiophene ring, fused or not:
How did Cc1ccc(NC(=O)CCC(=O)N/N=C/c2cccs2)cc1 do in these assays?
M18AAP inhibitor: 2; IDE cell activ: -3; SUMO HTRF inh: 19; NALP1 inh: 12; pCIP destab: 4; IDE cell inh: 0; MEKK3 PB1 HTS: 102; MEKK2mut PB1 HTS: 5; MEKK2 WT-MEK5: 96

What do the screens show for `CC(=O)N/C(=C\c1cccs1)C(=O)O`?
M18AAP inhibitor: 1; IDE cell activ: 1; SUMO HTRF inh: -3; NALP1 inh: 10; pCIP destab: 7; IDE cell inh: 1; MEKK3 PB1 HTS: 97; MEKK2mut PB1 HTS: -2; MEKK2 WT-MEK5: 104

Next part:
What do the screens show for `CN(C(=O)c1ccc2c(c1)OCO2)C1(C(=O)NC2CCCCC2)CCCCC1`?
M18AAP inhibitor: -1; IDE cell activ: 4; SUMO HTRF inh: 2; NALP1 inh: -16; pCIP destab: -10; IDE cell inh: 6; MEKK3 PB1 HTS: 100; MEKK2mut PB1 HTS: 0; MEKK2 WT-MEK5: 100

Results for Cc1ccc(C)c(N(CC(=O)NCC2CCCO2)C(=O)CCC(=O)Nc2nccs2)c1 (stereo not drawn) ?
M18AAP inhibitor: 2; IDE cell activ: 6; SUMO HTRF inh: 4; NALP1 inh: 13; pCIP destab: -3; IDE cell inh: -6; MEKK3 PB1 HTS: 101; MEKK2mut PB1 HTS: 2; MEKK2 WT-MEK5: 105

Results for O=C(CNC(=O)c1ccc(Oc2ccccc2)cc1)OC1CCCCC1=O (stereo not drawn) ?
M18AAP inhibitor: -10; IDE cell activ: -1; SUMO HTRF inh: -9; NALP1 inh: -12; pCIP destab: 0; IDE cell inh: 9

What do the screens show for `COc1ccc(NC(=O)c2nc(SC)ncc2Cl)cc1`?
M18AAP inhibitor: 1; IDE cell activ: 6; SUMO HTRF inh: -2; pCIP destab: 6; IDE cell inh: 6; MEKK3 PB1 HTS: 105; MEKK2mut PB1 HTS: 6; MEKK2 WT-MEK5: 107

What do the screens show for `COc1ccc(C2NC3=C(CCC3)C3(C#N)C(OC)(OC)N=C(N)C23C#N)cc1` (stereo not drawn)?
M18AAP inhibitor: 14; IDE cell activ: 0; SUMO HTRF inh: 7; NALP1 inh: 4; pCIP destab: 1; IDE cell inh: -2; MEKK3 PB1 HTS: 80; MEKK2mut PB1 HTS: 2; MEKK2 WT-MEK5: 94

How did O=C(CCCCn1c(=O)c2ccccc2n(CC(=O)Nc2ccc(F)cc2)c1=O)NCc1ccco1 do in these assays?
M18AAP inhibitor: -1; IDE cell activ: 11; SUMO HTRF inh: -3; NALP1 inh: 10; pCIP destab: 3; IDE cell inh: 5; MEKK3 PB1 HTS: 103; MEKK2mut PB1 HTS: 3; MEKK2 WT-MEK5: 103

How did O=C(COC(=O)c1ccc([N+](=O)[O-])s1)NCc1ccc(F)cc1 do in these assays?
M18AAP inhibitor: 7; IDE cell activ: -1; SUMO HTRF inh: 5; NALP1 inh: 24; pCIP destab: -2; IDE cell inh: 5; MEKK3 PB1 HTS: 97; MEKK2mut PB1 HTS: -1; MEKK2 WT-MEK5: 97

What do the screens show for `CC1CCC(NC(=O)c2ccc(NC3=NC4CS(=O)(=O)CC4S3)cc2)CC1` (stereo not drawn)?
M18AAP inhibitor: 3; IDE cell activ: -7; SUMO HTRF inh: 1; NALP1 inh: -15; pCIP destab: -3; IDE cell inh: -1; MEKK3 PB1 HTS: 102; MEKK2mut PB1 HTS: 3; MEKK2 WT-MEK5: 107

How did O=C(O)c1cc(Nc2nc(N3CCOCC3)nc(N3CCOCC3)n2)ccc1Cl do in these assays?
M18AAP inhibitor: -6; IDE cell activ: 1; SUMO HTRF inh: 8; NALP1 inh: 2; pCIP destab: -1; IDE cell inh: 0; MEKK3 PB1 HTS: 106; MEKK2mut PB1 HTS: 3; MEKK2 WT-MEK5: 109

Results for CCOCC(=O)Nc1ccc(Br)c(C)c1 ?
M18AAP inhibitor: -2; SUMO HTRF inh: 0; NALP1 inh: 13; pCIP destab: -9; IDE cell inh: 6; MEKK3 PB1 HTS: 100; MEKK2mut PB1 HTS: -1; MEKK2 WT-MEK5: 104

Results for COc1ccc(OC)c2[nH]c(=O)c(CCNS(=O)(=O)c3ccc(Cl)cc3)cc12 ?
M18AAP inhibitor: 1; IDE cell activ: 1; SUMO HTRF inh: 12; NALP1 inh: 1; pCIP destab: -9; IDE cell inh: -1

What do the screens show for `O=C(CCCn1c(=S)[nH]c2cc3c(cc2c1=O)OCO3)N1CCN(c2ccc(Cl)cc2)CC1`?
M18AAP inhibitor: -7; IDE cell activ: -18; SUMO HTRF inh: 1; NALP1 inh: -4; pCIP destab: -15; IDE cell inh: 8; MEKK3 PB1 HTS: 98; MEKK2mut PB1 HTS: -4; MEKK2 WT-MEK5: 95
